From PubChem
Glioma ERSR ind = qHTS for Inducers of the Endoplasmic Reticulum Stress Response (ERSR) in Human Glioma: qHTS | U87-MG GRP78 promoter luciferase reporter, 16 h | Potency, µM, for inactives: at the highest dose activation, hits mostly activators | hit rate 0.02% among 420,000 | AID 602332, 2012; note: potency is the fitted concentration of half-maximal effect; series mostly up to about 76 µM; % of control where 0% means no effect; nearly all actives have a fitted effect of over 35% in size
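Stably transfected U87-MG human glioma cells carrying a GRP78-based luminescent sensor were seeded at 1000 cells/well, pin-dosed with compounds and incubated 16 h. Luciferase reagent was then added, and end-point luminescence was read after 10 min at room temperature.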
Vif-APOBEC3G blk = qHTS for Inhibitors of Vif-A3G Interactions: qHTS; DNA dC->dU-editing enzyme APOBEC-3G (Homo sapiens), Q9HC16; HeLa A3G-eYFP + Vif (tagged APOBEC3G with the HIV-1 protein that degrades it), YFP fluorescence, overnight; Potency, µM (titrated, usually from 46.1 µM), inactives show at the highest dose activity, negative = active, usual class: inhibitors; hit rate 0.076% among 410,000;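 note: potency is the fitted concentration of half-maximal effect; % is set by controls: 0 for no effect and ±100 for the full control effect; nearly all actives have a fitted effect of over 60% in size; hits raise eYFP signal because A3G escapes Vif-driven loss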
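Read-out is eYFP fluorescence (Ex 488/Em 500-530) from Vif-expressing HeLa A3G-eYFP cells; more signal means A3G escaped Vif-mediated degradation. Cells plated overnight, compound pinned in, incubated overnight at 37 deg C.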
RXFP1 ag = qHTS Assay for Agonists of the Relaxin Receptor RXFP1; HEK293T-RXFP1 cAMP TR-FRET, 30 min; response scale: percent of porcine relaxin response, buffer zero; Potency, µM (doses to about 57.5 µM), inactives show at the highest dose activation, usual class: activators; hit rate 0.3% among 370,000; note: potency is the fitted concentration of half-maximal effect; % is set by controls: 0 for no effect and ±100 for the full control effect; nearly all actives have a fitted effect of over 60% in size; many of its hits are not listed in these tables
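HEK293 cells stably expressing RXFP1, treated 30 min at 37C with compounds plus PDE4 inhibitor Ro 20174; cAMP measured by HTRF TR-FRET. Normalized to buffer and 29 nM porcine relaxin; EC50 by Hill fit.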
D2 potentiator = HTS Assay for Positive Allosteric Modulators of the Human D2 Dopamine Receptor: Primary Screen for Potentiators. HEK293 T-REx D2, calcium flux, EC20 dopamine potentiation. hit rate 0.34% among 340,000. potentiation, % at 10 µM. AID 485347, 2010;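 active = potentiation over 3 SD above the plate norm, cut at about 30% in these data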; note: 0% is about no effect
Target sequence (P14416 whole entry, looked up): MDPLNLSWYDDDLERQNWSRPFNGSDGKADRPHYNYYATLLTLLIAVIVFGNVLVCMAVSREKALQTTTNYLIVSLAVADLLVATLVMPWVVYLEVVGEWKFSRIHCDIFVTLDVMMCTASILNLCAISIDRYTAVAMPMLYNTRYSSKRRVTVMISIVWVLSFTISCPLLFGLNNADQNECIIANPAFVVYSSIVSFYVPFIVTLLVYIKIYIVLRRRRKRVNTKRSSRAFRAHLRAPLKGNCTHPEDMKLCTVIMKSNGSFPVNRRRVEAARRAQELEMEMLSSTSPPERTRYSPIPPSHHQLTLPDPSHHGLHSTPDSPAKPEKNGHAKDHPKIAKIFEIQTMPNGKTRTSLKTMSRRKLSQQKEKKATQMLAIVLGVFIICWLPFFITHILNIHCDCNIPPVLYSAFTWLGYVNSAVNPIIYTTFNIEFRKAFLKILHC
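Calcium flux readout, no-wash dye, 1 read/s. Inducible HEK293 Trex D2 line, overnight 30 C. Compound alone 180 s (agonist flags), then EC20 dopamine, another 180 s to score potentiation.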
D1 PAM = Potentiators of Human D1 Dopamine Receptor: qHTS | AID 504651, 2011 | D(1A) dopamine receptor (Homo sapiens), P21728 | hit rate 0.036% among 360,000 | potentiation, % at 10 µM | HEK293 TREx D1 cells, calcium flux, dopamine EC20 potentiation; in the data active = potentiation above about 30%; note: 0% is about no effect
Target sequence (P21728 whole entry, looked up): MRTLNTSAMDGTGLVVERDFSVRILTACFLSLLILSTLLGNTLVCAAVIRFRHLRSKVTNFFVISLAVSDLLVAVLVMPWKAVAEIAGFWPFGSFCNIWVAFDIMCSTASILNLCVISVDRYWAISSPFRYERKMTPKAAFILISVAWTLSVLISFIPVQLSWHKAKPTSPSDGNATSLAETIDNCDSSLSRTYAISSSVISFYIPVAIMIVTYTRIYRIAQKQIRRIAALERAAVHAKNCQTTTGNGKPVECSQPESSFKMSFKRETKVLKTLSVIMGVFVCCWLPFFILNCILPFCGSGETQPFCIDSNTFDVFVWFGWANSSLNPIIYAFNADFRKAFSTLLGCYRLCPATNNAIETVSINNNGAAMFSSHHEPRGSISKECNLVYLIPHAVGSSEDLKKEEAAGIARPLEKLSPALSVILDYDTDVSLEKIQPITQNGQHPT
Vif-APOBEC3F blk = qHTS for Inhibitors of Vif-A3F Interactions: qHTS; Potency, µM (series often up to 46.1 µM), without a hit: top-dose activity, negative = active; hit rate 0.2% among 390,000; HeLa A3F-eYFP + Vif (tagged APOBEC3F with the HIV-1 protein that degrades it), YFP fluorescence increase; AID 602313, 2012; note: potency is the fitted concentration of half-maximal effect; % of control where 0% means no effect; nearly all actives have a fitted effect of over 65% in size
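HeLa cells stably expressing A3F-eYFP plus Vif, plated and incubated overnight at 37 deg C, then exposed to compounds overnight at 37 deg C. Blocked degradation read as raised yellow fluorescence (Ex 488/Em 500-530).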
RXFP1 antagonist = qHTS Assay for Antagonists of the Relaxin Receptor RXFP1; hit rate 0.59% among 350,000; Relaxin receptor 1 (Homo sapiens), Q9HBX9; AID 1259400, 2018; activity change, negative = inhibition, % at 57.5 µM; HEK293-RXFP1, relaxin-stimulated cAMP HTRF, 30 min; hits give low values;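 active = activity change of -60% or lower, but not beyond a set lower limit; inconclusive = change between -60% and -40%, or beyond the set limit; inactive = change above -40%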; note: % is set by controls: 0 for no effect and ±100 for the full control effect
D1 ag = Allosteric Agonists of the Human D1 Dopamine Receptor: qHTS; D(1A) dopamine receptor (Homo sapiens), P21728; HEK293 T-REx D1 cells, calcium flux, agonist mode; activation, % at 2 µM; hit rate 1% among 360,000; AID 504660, 2011; in the data active = activation above about 30%; note: 0% is about no effect
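Inducible HEK293 T-REx D1 cells, force-coupled to calcium signalling, were plated at 4000 cells/well with tetracycline and held overnight at 30 C. After no-wash calcium dye loading, compound-evoked calcium rise over 180 s flagged agonists.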
D1 antagonist = Antagonist of Human D 1 Dopamine Receptor: qHTS. HEK293 TREx D1 cells, calcium flux, dopamine EC80; hits give low values. activity change, negative = inhibition, % at 10 µM. hit rate 3.2% among 360,000. AID 504652, 2011; in the data active = activity change below about -30%; note: % is set by controls: 0 for no effect and ±100 for the full control effect
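Allosteric or orthosteric antagonism assessed as attenuation of the calcium response to EC80 dopamine, added 180 s after compound, in induced HEK293 Trex D1 cells loaded with no-wash calcium dye.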
* marks the source's active call; other numbers are inactive results; ? = inconclusive; / = no result given; & = joins results of further samples. Unless noted, calls come from the whole dose curve; as a rule, active = well fitted curve in the direction sought with a large enough effect; inconclusive = small, poorly fitted or top-dose-only effect, or another doubt; inactive = no such curve, though single readings can be large; an effect the other way counts as inactive or inconclusive.

1	O=C(Nc1ccc(Cl)c(S(=O)(=O)N2CCOCC2)c1)C1=NN(c2ccccc2)C(=O)CC1
2	O=C(c1ccccc1)c1ccc(OCC(O)CN2CCCC2)cc1 (stereo not drawn)
3	C/C(=N/NC(=O)CCc1c(C)n[nH]c1C)c1cccc([N+](=O)[O-])c1
4	Cc1cc(C(=O)NCc2cccs2)c(C)o1
5	CCN(CC)S(=O)(=O)c1ccc2c(c1)nc(SCn1nnc3ccccc3c1=O)n2CC
6	CC(C)C[C@H](N)c1nnc(S(=O)(=O)Cc2ccc(F)cc2)o1
7	Cc1noc(C)c1S(=O)(=O)N1CCCCC1
8	C/C(=N\NC(=S)Nc1c(C)cccc1C)c1ccc(OC(F)F)cc1

assay / compound	1	2	3	4	5	6	7	8
Glioma ERSR ind	-4%	4%	-3%	-6%	-4%	-15%	-1%	-7%
Vif-APOBEC3G blk	-5%	0%	0%	0%	-2%	-28%	-2%	-1%
RXFP1 ag	/	4.5%	4.1%	-0.2%	27%	0.9%	-0.6%	4.4%
D2 potentiator	/	-4	-10	0	8	-5	-15	-7
D1 PAM	/	2	-4	4	6	-16	0	0
Vif-APOBEC3F blk	2%	2%	9%	2%	-2%	1%	4%	?
RXFP1 antagonist	-12	0	1	0	5	-8	-7	-16
D1 ag	/	2	2	1	1	10	1	3
D1 antagonist	/	2	-22	-6	-15	-70*	7	-5

Reprinted at random: 4 compounds from above, in no set order.
4	Cc1cc(C(=O)NCc2cccs2)c(C)o1
1	O=C(Nc1ccc(Cl)c(S(=O)(=O)N2CCOCC2)c1)C1=NN(c2ccccc2)C(=O)CC1
6	CC(C)C[C@H](N)c1nnc(S(=O)(=O)Cc2ccc(F)cc2)o1
3	C/C(=N/NC(=O)CCc1c(C)n[nH]c1C)c1cccc([N+](=O)[O-])c1

assay / compound	4	1	6	3
Glioma ERSR ind	-6%	-4%	-15%	-3%
Vif-APOBEC3G blk	0%	-5%	-28%	0%
RXFP1 ag	-0.2%	/	0.9%	4.1%
D2 potentiator	0	/	-5	-10
D1 PAM	4	/	-16	-4
Vif-APOBEC3F blk	2%	2%	1%	9%
RXFP1 antagonist	0	-12	-8	1
D1 ag	1	/	10	2
D1 antagonist	-6	/	-70*	-22

(next part)
9	O=c1c2ccccc2c(-c2cccc(C(F)(F)F)c2)nn1-c1ccccc1
10	COc1ccc(C(=O)N2CC3(CC(c4ccc(Cl)cc4)=NO3)C[C@H]2C(=O)NCC(N)=O)cc1 (stereo partly drawn)
11	COc1ccccc1CNC(=O)c1ccc(Nc2nc3ccccc3n3nnnc23)cc1
12	COC(=O)c1cc(C(=O)OCC(=O)c2ccc3c(c2)NC(=O)CO3)cc([N+](=O)[O-])c1
13	COC(=O)c1cc(NC(=O)CN(C)Cc2ccccc2)cc(C(=O)OC)c1
14	CCn1nc(C(=O)NNS(=O)(=O)c2ccc(C)cc2)c2ccccc2c1=O
15	C[C@]12C(=O)N(c3cccc(F)c3)C(=O)N1[C@@H]1c3ccccc3OC[C@@H]1[C@H]2c1ccccc1
16	NC(N)=NS(=O)(=O)c1ccc(NC(=S)NC(=O)/C=C/c2ccco2)cc1

assay / compound	9	10	11	12	13	14	15	16
Glioma ERSR ind	0%	-5%	1%	-4%	-3%	-3%	14%	-3%
Vif-APOBEC3G blk	1%	-8%	-28%	-1%	2%	-2%	1%	-1%
RXFP1 ag	0.4%	-0.3%	15%	0.5%	-1.1%	/	-0.1%	-0.5%
D2 potentiator	-1	-2	3	15	-6	/	-4	10
D1 PAM	-2	-4	7	-1	0	/	-3	1
Vif-APOBEC3F blk	-10%	0%	22µM*	-3%	1%	-3%	4%	2%
RXFP1 antagonist	-39	/	-14	5	-6	-12	/	-7
D1 ag	0	2	4	0	0	/	2	2
D1 antagonist	-2	13	-1	-22	5	/	-8	1

17	COc1ccccc1CNC(=O)CN1C(=O)CCCc2ccccc21
18	Cc1cc(C(=O)N/N=C/c2cccc([N+](=O)[O-])c2)c(C)n1-c1ccccc1
19	Cc1ccc(C(=O)Nc2nnn(C)n2)cc1
20	COc1ccc(/C=C/C(=O)Nc2cccc(S(=O)(=O)NC3=NCCCCC3)c2)c(OC)c1
21	O=C(Nc1ccccc1Sc1ccccc1)C1CCCO1 (stereo not drawn)
22	COc1ccc(N2CCN(CCNC(=O)CCN3C(=O)COc4ccccc43)CC2)cc1
23	O=C(CNC(=O)C1CCCCC1)NNC(=O)c1ccccc1Br
24	COc1ccc(C(=O)Nc2cc(C)ccc2NC(=O)COc2ccccc2)cc1

assay / compound	17	18	19	20	21	22	23	24
Glioma ERSR ind	-3%	-1%	-3%	-1%	-3%	-1%	-2%	3%
Vif-APOBEC3G blk	0%	1%	-3%	-5%	0%	0%	-1%	-2%
RXFP1 ag	4.1%	3.9%	0.1%	1.3%	-0.2%	-1.7%	-0.8%	0.4%
D2 potentiator	2	-11	-7	-8	30	-8	11	-4
D1 PAM	7	0	-6	/	-4	6	-8	-7
Vif-APOBEC3F blk	2%	-11%	3%	3%	-1%	-2%	-25%	-5%
RXFP1 antagonist	-11	-27	-9	-3	0	-7	3	-11
D1 ag	0	-1	0	8	2	1	2	6
D1 antagonist	9	-20	-19	2	-14	2	-35*	-1

Continued.
item	Molecule	Glioma ERSR ind	Vif-APOBEC3G blk	RXFP1 ag	D2 potentiator	D1 PAM	Vif-APOBEC3F blk	RXFP1 antagonist	D1 ag	D1 antagonist
25	CCOC(=O)c1ccc(N2C(=O)c3[nH]nc(-c4ccc(C)cc4)c3C2c2ccc(O)cc2)cc1 (stereo not drawn)	-8%	-16%	5.2%	-2	4	-2%	/	6	18
26	CN(CC(=O)Nc1ccc(F)cc1)C(=O)COC(=O)/C=C/c1ccc(OC(F)F)cc1	-1%	1%	-1.0%	-3	-4	-11%	-9	5	-9
27	CN=C1CC(C)(C)CC(=O)/C1=C(/O)CCC(=O)NC	-1%	-1%	1.0%	22	6	1%	-3	2	-18
28	CCCCCC(C)NC(=O)CN1C(=O)NC(C)(c2ccc3ccccc3c2)C1=O (stereo not drawn)	-2%	0%	1.8%	-7	3	3%	-18	1	-19
29	O=c1c2ccccc2nc(/C=C/c2c[nH]c3ccccc23)n1-c1ccc([N+](=O)[O-])cc1	-1%	2%	2.1%	7	-2	0%	-4	0	-14
30	O=S(=O)(c1ccccc1)N1CCN(c2nc(-c3cccnc3)nc3ccccc23)CC1	0%	-5%	-1.3%	5	-11	?	5	2	1
31	COC(=O)c1cc(NS(=O)(=O)c2ccc(N3CCOCC3)c(N)c2)cc(C(=O)OC)c1	-4%	-6%	0.4%	2	-2	-18%	2	7	20
32	COc1ccc(CCNC(=O)CSc2cn(CCNC(=O)c3cccc(C(F)(F)F)c3)c3ccccc23)cc1OC	0%	0%	2.1%	-1	-4	-2%	/	-1	3
33	CN(C)c1cc[n+](CC(=O)Nc2ccc(Oc3ccccc3)cc2)cc1	-5%	1%	4.9%	-7	-5	-6%	26	3	-2
34	Oc1ccc(Cl)cc1C1=NCCNC(C(F)(F)C(F)F)=C1	-2%	2%	1.0%	-4	-3	7%	-5	7	/
35	COc1ccc(CN(CC(=O)NCc2ccco2)C(=O)CNS(=O)(=O)c2ccc(C)cc2)cc1	-1%	-3%	0.0%	-9	3	27%	13	2	6
36	CCn1ccc2cc(S(=O)(=O)N3CCC(C(=O)NCc4ccc(OC(C)C)cc4)CC3)ccc21	-2%	3%	-1.0%	6	0	1%	3	3	-25
37	Cc1[nH]nc(N=CC2=C(O)CC(C)(C)CC2=O)c1-c1ccccc1	2%&6%	9%&1%	0.4%	4	-4	-1%&-3%	-19&-7	0	-5
38	O=C(O)C1Cc2ccccc2CN1C(=O)c1ccccc1Cl (stereo not drawn)	-2%	1%	0.5%	17	2	-2%	0	1	3
39	Cc1cc(SCC(=O)N(CC(C)C)c2c(N)n(CC(C)C)c(=O)[nH]c2=O)nc2ccccc12	-3%	2%	4.4%	-7	-3	-18%	10	-1	5
40	CCN(C(=O)COC(=O)CCS(=O)(=O)c1ccccc1)c1c(N)n(Cc2ccccc2)c(=O)[nH]c1=O	-2%	0%	/	/	/	3%	-4	/	/
41	COc1ccc(-c2cc3nc(C)c(CCC(=O)NCc4ccccc4Cl)c(C)n3n2)c(OC)c1	-2%	2%	1.7%	1	-3	-2%	/	3	-6
42	CCCC(=O)NC(=S)Nc1ccc(N2CCOCC2)c(Cl)c1	4%	1%	6.9%	10	-1	?	9	3	8
43	CCOC(=O)c1cccc(N2C(=O)C3C(C2=O)C2C=CC3C23CC3)c1 (stereo not drawn)	-6%	-7%	-1.9%	-6	-2	-2%	-3	0	-16
44	CCOc1ccc(/C=C/C(=O)Nc2ccc(C(N)=O)cc2)cc1OC	-4%	-1%	-0.8%	10	-7	10%	2	5	-3

The list is partial, so the mix of outcomes need not match the whole.
